Apoferritin bind – binds horse apoferritin like a general anesthetic; 350,000 tested, 0.074% active; Potency, µM (top dose mostly 77.5 µM), for inactives: at the top dose activity change, negative = displacement, most hits filed as inhibitors; apoferritin/1-aminoanthracene competitive binding, fluorescence; AID 485281; P02791; further: nearly all actives have a fitted effect of over 20% in size
Target sequence (P02791 2-175 limits assumed): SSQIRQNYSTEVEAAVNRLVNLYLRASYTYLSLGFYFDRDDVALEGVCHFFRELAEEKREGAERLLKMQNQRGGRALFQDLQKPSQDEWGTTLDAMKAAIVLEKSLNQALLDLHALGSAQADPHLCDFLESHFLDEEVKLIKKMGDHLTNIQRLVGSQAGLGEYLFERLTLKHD
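Apoferritin-based anesthetic binding model; compound displacement of fluorescent 1-AMA measured as endpoint fluorescence after 10 minutes at room temperature, scaled to free-ligand and complex controls.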
Pol kappa inh – DNA polymerase kappa (human) inhibition; 400,000 tested, 0.53% active; Q9UBT6; purified Pol kappa, fluorescent DNA synthesis assay, 10 min; Potency, µM (top dose mostly 107 µM), inactives show at the highest dose activity, negative = inhibition, usual class: inhibitors
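Enzyme at 10 nM met test compounds for 15 min at room temperature. Substrate addition (50 nM final) began the reaction, which was monitored by fluorescence at 0 and 10 min.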
APEX1 inh – inhibitors of human APE1 endonuclease; P27695; recombinant APE1, TAMRA/BHQ-2 abasic DNA cleavage fluorescence; Potency, µM (doses to about 65.8 µM), for inactives: top-dose activity change, negative = inhibition, most hits filed as inhibitors; 350,000 tested, 0.35% active; AID 2517;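 further: plate controls were vehicle for no effect and reference inhibitor for full effect; nearly all actives have a fitted effect of over 55% in size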
Target sequence (P27695 whole entry, looked up): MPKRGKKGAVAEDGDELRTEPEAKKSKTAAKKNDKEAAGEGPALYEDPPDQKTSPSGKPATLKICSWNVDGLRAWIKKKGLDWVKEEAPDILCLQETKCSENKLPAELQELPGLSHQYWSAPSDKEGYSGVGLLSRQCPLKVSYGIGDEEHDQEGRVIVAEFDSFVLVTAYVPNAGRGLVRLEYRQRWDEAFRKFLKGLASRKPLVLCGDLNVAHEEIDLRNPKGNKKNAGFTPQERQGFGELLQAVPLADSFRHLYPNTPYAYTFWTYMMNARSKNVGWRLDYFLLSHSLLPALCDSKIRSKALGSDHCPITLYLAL
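Kinetic fluorescence read (525 ex/598 em nm, three reads 60 s apart) of AP-site incision; signal = third minus first read. Enzyme 0.75 nM, dual-labelled THF duplex 50 nM, compound preincubation 15 min RT.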
* marks the source's active call; other numbers are inactive results; u = inconclusive; & = joins results of further samples; [ ] = dose if it differs, or a comment. The call rests on the fitted dose curve; in most records, active means well fitted curve in the direction sought with a large enough effect; inconclusive means small, poorly fitted or top-dose-only effect, or another doubt; inactive means no such curve, though single readings can be large; an effect the other way counts as inactive or inconclusive. Unless noted, on the % scale 0 is the no-effect control and ±100 the full control effect; potency means the concentration at half of the fitted maximal effect.

Below each compound: Apoferritin bind	Pol kappa inh	APEX1 inh
#1 CC(C)C[C@H](NC(=O)CN(C)C(=O)[C@H](Cc1ccccc1)NC(=O)[C@H](Cc1ccccc1)NC(=O)[C@H](CCC(N)=O)NC(=O)[C@H](CCC(N)=O)NC(=O)[C@@H]1CCCN1C(=O)[C@H](CCCCN)NC(=O)[C@@H]1CCCN1C(=O)[C@@H](N)CCCN=C(N)N)C(=O)N[C@@H](CCS(C)(=O)=O)C(N)=O
  3%	-7%[12 µM]	15%
#2 COc1cc(NS(C)(=O)=O)ccc1Cc1c2ccccc2nc2ccccc12
  -6%	-2%[60.1 µM]	-2%
#3 CCC(O)c1ccccc1 (centres undefined)
  -5%&0%	12%&-9%&1%[60.1 µM]	u
#4 C#C[C@@]1(O)CC[C@@H]2[C@@H]3CCC4=CC(=O)CC[C@@H]4[C@H]3CC[C@]21C
  -7%[29.3 µM]	-2%[12 µM]	5%[21 µM]
#5 COc1ccc(/C=C/c2cc(O)cc(O[C@H]3OC(CO)C(O)C(O)C3O)c2)cc1 (some centres undefined)
  -3%	4%[60.1 µM]	0%
#6 O=c1cc(-c2cc(O)c(O)c([C@@H]3O[C@H](CO)[C@@H](O)[C@H](O)[C@H]3O)c2)oc2cc(O[C@@H]3O[C@H](CO)[C@@H](O)[C@H](O)[C@H]3O)cc(O)c12
  1%	11%[60.1 µM]	u
#7 O=c1cc(-c2ccccc2)[nH]c2ccc(Cl)cc12
  36%[activator][163 µM]	-6%	-2%[120 µM]
#8 C/C=C(/C)C(=O)O[C@H]1C[C@@]2(C)O[C@H]2[C@@H](OC(C)=O)C2(C)CC[C@@](O)(C(C)C)C12 (some centres undefined)
  -8%	6%[60.1 µM]	-5%
#9 CC(=O)C(=O)O
  -2%	-6%[60.1 µM]	-2%
#10 CC[C@H](C)[C@H](NC(=O)[C@H](Cc1ccc(O)cc1)NC(=O)[C@@H]1CCCN1C(=O)[C@@H](N)CCCN=C(N)N)C(=O)N[C@@H](CC(C)C)C(=O)O
  -2%	17%[60.1 µM]	-2%
#11 C=CCCCCCCCCCCCC(O)CC(O)CO (centres undefined) (tested in a mixture with another compound)
  u	-5%[60.1 µM]	u
#12 COc1ccc(C2COc3c(ccc(O)c3OC)C2)c(OC)c1O (centres undefined)
  -5%	-7%[60.1 µM]	-2%
#13 O=C(O)Cc1cc(I)c(Oc2cc(I)c(O)c(I)c2)c(I)c1
  2%	-4%[60.1 µM]	0%
#14 CC1CC[C@@]2(OC1)OC1CC3C4CC[C@@H]5CC(O)CC[C@@]5(C)C4CC[C@]3(C)C1C2C (some centres undefined)
  -3%	-4%[60.1 µM]	2%
#15 O=C(O)COc1ccc(C(=O)c2cccs2)c(Cl)c1Cl
  -13%	1%&-13%[19.4 µM]	14%
#16 COc1ccc(-c2c(O)c3cc(O)cc(O)c3oc2=O)cc1
  -6%	12%[60.1 µM]	-9%
#17 CCOC(=O)c1c(C)cc(O)c(C)c1O
  2%	-4%[60.1 µM]	-3%
#18 OCCN1CCN(CC/C=C2\c3ccccc3Sc3ccc(C(F)(F)F)cc32)CC1
  -8%[29.3 µM]	-9%[12 µM]	15%[21 µM]
#19 NCCCC[C@H](NC(=O)CNC(=O)[C@@H]1CCCN1C(=O)[C@H](Cc1ccc(O)cc1)NC(=O)CN)C(=O)N[C@@H](Cc1ccccc1)C(=O)O
  5%	8%[60.1 µM]	-1%
#20 Cc1ccccc1C1CC(=O)Oc2ccc(O)cc21 (centres undefined)
  -14%[163 µM]	-19%	-14%[120 µM]
#21 NCC(=O)N[C@@H](CCCN=C(N)N)C(=O)NCC(=O)N[C@@H](CC(=O)O)C(=O)N[C@@H](CO)C(=O)N1CCC[C@H]1C(=O)O
  -8%	11%[60.1 µM]	-1%
#22 NC1(C(=O)O)CCCC1
  -2%	-1%[60.1 µM]	-5%&1%
#23 C[C@H](NC(=O)[C@@H](N)Cc1ccc(O)cc1)C(=O)NCC(=O)N[C@H]1CSSC[C@@H](C(=O)O)NC(=O)[C@H](CO)NC(=O)[C@H]([C@@H](C)O)NC(=O)[C@H](Cc2ccccc2)NC(=O)[C@H]([C@@H](C)O)NC(=O)[C@H](CCCCN)NC(=O)[C@@H](Cc2c[nH]c3ccccc23)NC(=O)[C@H](Cc2ccccc2)NC(=O)[C@H](Cc2ccccc2)NC(=O)[C@H](CC(N)=O)NC(=O)[C@H](CCCCN)NC1=O
  -4%	17%[60.1 µM]	0%
#24 CC(=O)Oc1ccc2c(c1)CCC1C2CC[C@@]2(C)C1CC(OC(C)=O)C2OC(C)=O (some centres undefined)
  0%	-8%[60.1 µM]	-4%
#25 O=c1ccc2ccccc2[nH]1
  -8%	13%[60.1 µM]	-7%
#26 CCCCCCCCCCCCOCCOCCOCCOCCO
  u	u	-5%&-1%
#27 COc1ccc(/C=C/C(=O)c2ccc(O)cc2O)cc1OC
  4%	-10%[60.1 µM]	-4%
#28 COc1ccc(S(=O)(=O)NCCCC(=O)Nc2ccc(Sc3ccc(N)cc3)cc2)cc1
  5%	5%[60.1 µM]	-3%
#29 C[C@]12CCC3c4ccc(O)cc4CCC3C1CCC2OC(=O)CCC1CCCC1 (some centres undefined)
  2%	u	-3%
#30 C=C1CCC(OC(C)=O)/C(C)=C/CC2[C@H]1CC2(C)C (some centres undefined)
  u	-8%[60.1 µM]	-1%
#31 CCCCCCCCCCCCC[N+](C)(C)Cc1ccccc1
  u	-14%[60.1 µM]	17%
#32 CC(=O)O[C@](C)(CCC=C(C)C)C1CC=C(C)CC1 (some centres undefined)
  -4%	-7%[60.1 µM]	-1%
#33 C=C(C)CC(C)(C)C
  5%	13%[60.1 µM]	12%
#34 CCCCC[C@H](O)/C=C/[C@@H]1[C@H](C/C=C\CCCC(=O)O)[C@@H](O)C[C@H]1O
  0%	8%[19.4 µM]	-3%&-8%
#35 Cc1ccc(C2CC(=O)Oc3ccc(O)cc32)cc1 (centres undefined)
  -21%[163 µM]	-16%	-2%[120 µM]
#36 CC1(C)OC2C(CO)OC(n3cnc4c(=O)[nH]c(N)nc43)C2O1 (centres undefined)
  6%	1%[60.1 µM]	1%
#37 CC12CC3(O)OC(O1)C1(COC(=O)c4ccccc4)[C@@H]3CC21O[C@@H]1O[C@H](CO)[C@@H](O)[C@H](O)[C@H]1O
  4%	-4%[60.1 µM]	-5%
#38 CSCC[C@H](NC(=O)[C@H](CC(C)C)NC(=O)[C@H](Cc1c[nH]c2ccccc12)NC(=O)[C@H](CCC(N)=O)NC(=O)[C@@H](NC(=O)[C@H](Cc1ccccc1)NC(=O)[C@H](CC(=O)O)NC(=O)[C@H](CCC(N)=O)NC(=O)[C@H](C)NC(=O)[C@H](CCCNC(=N)N)NC(=O)[C@H](CCCNC(=N)N)NC(=O)[C@H](CO)NC(=O)[C@H](CC(=O)O)NC(=O)[C@H](CC(C)C)NC(=O)[C@H](Cc1ccc(O)cc1)NC(=O)[C@H](CCCCN)NC(=O)[C@H](CO)NC(=O)[C@H](Cc1ccc(O)cc1)NC(=O)[C@H](CC(=O)O)NC(=O)[C@H](CO)NC(=O)[C@@H](NC(=O)[C@H](Cc1ccccc1)NC(=O)[C@@H](NC(=O)CNC(=O)[C@H](CCC(N)=O)NC(=O)[C@H](CO)NC(=O)[C@@H](N)Cc1cnc[nH]1)[C@@H](C)O)[C@@H](C)O)C(C)C)C(=O)N[C@@H](CC(N)=O)C(=O)N[C@H](C(=O)O)[C@@H](C)O
  -11%	-11%[60.1 µM]	-3%
#39 CC(=O)[C@]1(O)Cc2c(O)c3c(c(O)c2[C@@H](O[C@H]2C[C@H](N)[C@H](O)[C@H](C)O2)C1)C(=O)c1c(O)cccc1C3=O
  -22%	10µM*	25µM*
#40 CC1=C(CCC(=O)O)c2cc3nc(cc4[nH]c(cc5[nH]c(cc1n2)c(C)c5C(C)O)c(C)c4C(C)O)C(C)=C3CCC(=O)O (centres undefined)
  0%	20µM*	u

Fetched by structure from the list above (4):
Below each compound: Apoferritin bind	Pol kappa inh	APEX1 inh
#25 O=c1ccc2ccccc2[nH]1
  -8%	13%[60.1 µM]	-7%
#21 NCC(=O)N[C@@H](CCCN=C(N)N)C(=O)NCC(=O)N[C@@H](CC(=O)O)C(=O)N[C@@H](CO)C(=O)N1CCC[C@H]1C(=O)O
  -8%	11%[60.1 µM]	-1%
#30 C=C1CCC(OC(C)=O)/C(C)=C/CC2[C@H]1CC2(C)C (some centres undefined)
  u	-8%[60.1 µM]	-1%
#31 CCCCCCCCCCCCC[N+](C)(C)Cc1ccccc1
  u	-14%[60.1 µM]	17%

Other compounds.
Below each compound: Apoferritin bind	Pol kappa inh	APEX1 inh
#41 c1ccc2c3c([nH]c2c1)[C@@H]1[C@H]2CC[C@H]([C@H]4CCCN[C@H]42)N1CC3
  192%[activator][29.3 µM]	-3%[12 µM]	2%[21 µM]
#42 CC(C)C1=CC2=CC[C@@H]3[C@](C)(CO)CCC[C@]3(C)C2CC1 (some centres undefined)
  -22%	-21%[60.1 µM]	0%
#43 C[C@H](CCC(=O)NCC(=O)O)[C@H]1CC[C@H]2[C@H]3[C@@H](C[C@@H](O)[C@]12C)[C@]1(C)CC[C@H](O)C[C@@H]1C[C@@H]3O
  -11%[29.3 µM]	1%[12 µM]	5%[21 µM]
#44 CC(C)=CCc1c(O)cc2oc(C)cc(=O)c2c1O
  2%	-5%[60.1 µM]	-2%
#45 CC(C)=CCc1c(O)cc(C)oc1=O
  -1%	-7%[60.1 µM]	-1%
#46 CC(C)[C@@H]1NC(=O)[C@@H](Cc2ccccc2)NC(=O)[C@H](CC(=O)O)NC(=O)CNC(=O)[C@H](CCCN=C(N)N)NC1=O
  -4%	16%[60.1 µM]	-2%
#47 C=C1CCC2C(CC2(C)C)C(=O)CCC1O (centres undefined)
  -5%	-11%[60.1 µM]	-1%
#48 O=C(O)CCC(=O)OC[C@@H](NC(=O)C(Cl)Cl)C(O)c1ccc([N+](=O)[O-])cc1 (some centres undefined)
  -14%	-1%[60.1 µM]	-2%
#49 O=P(O)(O)O[C@@H]1[C@H](O)[C@H](O)[C@@H](OP(=O)(O)O)[C@H](OP(=O)(O)O)[C@H]1O
  3%	-2%[60.1 µM]	-4%
#50 C[C@@]12CCc3occc3[C@H]1CC[C@@]13C[C@@H](CC[C@H]12)[C@@](O)(CO)C3
  4%	11%[60.1 µM]	-3%
#51 CCOC(=O)C1=C(c2ccccc2)c2cc(OC)ccc2OC1C(=O)OCC (centres undefined)
  -17%[110 µM]	u	-6%
#52 COc1cc(O)c(C(=O)/C=C/c2ccc(OC)c(O)c2)c(OC)c1
  -10%	-14%[60.1 µM]	-4%
#53 COc1ccc(-c2coc3c(O)c(OC)ccc3c2=O)cc1
  2%	-3%[60.1 µM]	3%
#54 COc1c(Cl)ccc(Cl)c1C(=O)O
  5%	-3%[60.1 µM]	12%
#55 COC1C(O)C(CO)OC1n1c(Br)nc2c(=O)[nH]c(N)nc21 (centres undefined)
  7%	-6%[60.1 µM]	3%
#56 Nc1nc2c(c(=O)[nH]1)N(C=O)C(CNc1ccc(C(=O)NC(CCC(=O)O)C(=O)O)cc1)CN2 (centres undefined)
  -12%	u	-1%
#57 O=C(Nc1cc(C(F)(F)F)ccc1O)Nc1cc(C(F)(F)F)ccc1O
  -10%	-11%[12 µM]	-6%
#58 COc1ccc(-c2coc3cc(O)ccc3c2=O)c(OC)c1O
  3%	-1%[60.1 µM]	3%
#59 Nc1nc2c([nH]c(=S)n2C2OC(CO)C(O)C2O)c(=O)[nH]1 (centres undefined)
  4%	-5%[60.1 µM]	1%
#60 CC(C)C[C@H](NC(=O)CNC(=O)[C@H](C)NC(=O)[C@H](CC(C)C)NC(=O)[C@H](CCCNC(=N)N)NC(=O)[C@H](Cc1cnc[nH]1)NC(=O)[C@@H](NC(=O)[C@@H](N)C(C)C)[C@@H](C)O)C(=O)N[C@@H](CC(C)C)C(=O)N[C@@H](CO)C(=O)N[C@@H](CCCNC(=N)N)C(=O)N[C@@H](CO)C(=O)NCC(=O)NCC(=O)N[C@H](C(=O)N[C@H](C(=O)N[C@@H](CCCCN)C(=O)N[C@@H](CC(N)=O)C(=O)N[C@@H](CC(N)=O)C(=O)N[C@@H](Cc1ccccc1)C(=O)N[C@H](C(=O)N1CCC[C@H]1C(=O)N[C@H](C(=O)N[C@@H](CC(N)=O)C(=O)N[C@H](C(=O)NCC(=O)N[C@@H](CO)C(=O)N[C@@H](CCCCN)C(=O)N[C@@H](C)C(=O)N[C@@H](Cc1ccccc1)C(N)=O)C(C)C)[C@@H](C)O)C(C)C)C(C)C)C(C)C
  -1%	13%[60.1 µM]	-1%
#61 C[C@@H]1O[C@@H](OC2O[C@@H](COc3cc(O)c4c(=O)cc(-c5ccc(O)cc5)oc4c3)[C@@H](O)[C@@H](O)[C@@H]2O)[C@H](O)[C@H](O)[C@H]1O (some centres undefined)
  -7%	12%[60.1 µM]	-6%
#62 CC(=O)Oc1ccc2c(c1)CCC1C2CC[C@]2(C)C(OC(C)=O)CCC12 (some centres undefined)
  143%[activator]	-17%[60.1 µM]	0%
#63 COc1cc(O)c(C(=O)c2ccccc2)cc1O
  -13%	u	1%

A portion of the library; count on the stated rates, not on these rows.
